TDP1 cell CPT: growth inhibition of DT40 Tdp1-/-;hTDP1 cells with camptothecin (screen for TDP1 inhibitors). 420,000 tested, 12% active. chicken DT40 Tdp1-/-;hTDP1 cells + 20 nM CPT, ATP luminescence, 48 h. Potency, µM (series often up to 46.2 µM), inactives show top-dose activity change, negative = growth inhibition, most hits filed as inhibitors; further: nearly all actives have a fitted effect of over 55% in size
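Chicken DT40 Tdp1-/- cells stably complemented with human TDP1 were seeded at 400 cells/well in medium containing 20 nM camptothecin, exposed to pin-transferred compounds, and grown at 37 °C for at least 48 hr. Viability was read as ATP luminescence.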
TDP1 cell noCPT: qHTS for Inhibitors of human tyrosyl-DNA phosphodiesterase 1 (TDP1): qHTS in cells in absence of CPT | AID 686978, 2013 | DT40 Tdp1-/- hTDP1 cells, no CPT, ATP luminescence, 48 h | Potency, µM (doses to about 46.2 µM), for the others: top-dose activity change, negative = growth inhibition, usual class: inhibitors | 420,000 tested, 15% active; further: nearly all actives have a fitted effect of over 55% in size
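No-CPT arm: Tdp1-/-;hTDP1 DT40 cells (400/well) plus compounds, incubated ≥48 hr at 37 °C. Readout CellTiter-Glo luminescence.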
GCN5L2 inh: inhibitors of human GCN5L2 histone acetyltransferase | 390,000 tested, 0.21% active | Potency, µM (highest dose often 58.9 µM), without a hit: at the highest dose activity change, negative = inhibition, actives largely listed as inhibitors | GCN5L2 HAT assay, ThioGlo1 CoA-SH fluorescence
Target sequence (Q92830 whole entry, looked up): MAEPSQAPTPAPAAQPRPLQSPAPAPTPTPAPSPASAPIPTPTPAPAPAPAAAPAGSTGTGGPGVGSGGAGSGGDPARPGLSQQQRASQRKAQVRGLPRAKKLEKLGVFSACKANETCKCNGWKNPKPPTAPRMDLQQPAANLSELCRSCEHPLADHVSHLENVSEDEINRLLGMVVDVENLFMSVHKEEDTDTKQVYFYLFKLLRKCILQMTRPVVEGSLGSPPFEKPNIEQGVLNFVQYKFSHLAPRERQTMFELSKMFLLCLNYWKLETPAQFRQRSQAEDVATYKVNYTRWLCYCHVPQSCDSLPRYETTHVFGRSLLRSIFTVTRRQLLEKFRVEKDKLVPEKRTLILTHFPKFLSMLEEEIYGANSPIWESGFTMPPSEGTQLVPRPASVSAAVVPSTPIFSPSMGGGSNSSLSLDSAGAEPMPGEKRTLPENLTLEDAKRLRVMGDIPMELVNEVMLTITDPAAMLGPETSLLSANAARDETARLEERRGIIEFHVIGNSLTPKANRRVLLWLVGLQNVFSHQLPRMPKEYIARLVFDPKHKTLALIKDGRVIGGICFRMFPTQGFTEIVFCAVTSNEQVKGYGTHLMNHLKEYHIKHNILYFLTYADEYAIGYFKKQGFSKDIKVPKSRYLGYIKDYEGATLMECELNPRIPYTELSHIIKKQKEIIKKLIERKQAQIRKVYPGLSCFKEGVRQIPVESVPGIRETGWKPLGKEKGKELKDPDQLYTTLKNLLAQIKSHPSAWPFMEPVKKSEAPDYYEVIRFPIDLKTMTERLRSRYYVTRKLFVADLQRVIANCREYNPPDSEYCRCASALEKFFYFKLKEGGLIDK
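Free CoA generated was detected with ThioGlo1 (50uM) fluorescence at Ex340nm/Em540nm, read immediately and after 20 min at room temperature. Enzyme, 20 nM in HEPES pH 7.5 buffer, saw compounds 15 min before adding 75uM H3(1-25) peptide and 70uM acetyl-CoA.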
Numbers without * were called inactive; u = inconclusive; x = not tested or not shown; ! = not confirmed by another sample. The call rests on the fitted dose curve; in most records, active means well fitted curve in the direction sought with a large enough effect; inconclusive means small, poorly fitted or top-dose-only effect, or another doubt; inactive means no such curve, though single readings can be large; an effect the other way counts as inactive or inconclusive. On the % scale 0 is the no-effect control and ±100 the full control effect; potency means the concentration at half of the fitted maximal effect.

SMILES | TDP1 cell CPT | TDP1 cell noCPT | GCN5L2 inh
O=C(O)CCC(=O)N1N=C(c2c(-c3ccccc3)c3cc(Cl)ccc3[nH]c2=O)CC1c1cccs1 (centres undefined) | 4% | -4% | -2%
CC(C)(C)NC(=O)C1CCN(c2nc3ccccc3nc2C(F)(F)F)CC1 | -29% | u | 29%
CC(C)n1c(Nn2cnnc2)nc2ccccc21 | -13% | -24% | -1%
O=C(O)c1ccc(Nc2ncnc3ccccc23)cc1 | 1% | 18% | -27%
CCOC(=O)[C@]12CCC=C1N(Cc1ccccc1)C(=O)[C@H](CC(=O)NCCCCc1ccccc1)C2 | u | 21µM* | x
COC(=O)c1cccc(NC(=S)N2CCOCC2)c1 | 7% | -13% | -14%
CCOC(=O)Cc1csc(NC(=O)c2ccc(N3CCOCC3)cc2[N+](=O)[O-])n1 | 23µM* | u | 2%
Cc1nc2c(OCc3ccc(Cl)cc3Cl)cccn2c1N(C)CC1CC1 | 16µM* | 16µM* | x
CCOC(=O)C1(CCc2ccccc2)CCN(C(=O)[C@@H]2C[C@@H](C)NC(=S)N2)CC1 | -27% | -16% | -12%
COc1ccccc1NC(=O)Cc1nnc(SCC(=O)c2ccc(F)cc2)n1C | -2% | -22% | -1%
COc1cc(NC(=O)c2cc(-n3cnnc3)ccc2Cl)cc(OC)c1 | -20% | -22% | 1%
FC(F)(F)c1cccc(NCc2n[nH]c(=S)n2C2CCCCC2)c1 | u | 13µM* | -14%
C[C@H](NC(=O)c1nc[nH]c1C(=O)N[C@@H](CCCCNC(=O)OC(C)(C)C)C(=O)OC(C)(C)C)C(=O)OC(C)(C)C | u | u | -16%
O=C(NCc1ccccc1)C(c1cccnc1)N(C(=O)c1ccccn1)c1cccc(F)c1 (centres undefined) | 24% | -2% | -19%
CCOC(=O)c1ccccc1NC(=O)CSc1ncc(CO)n1Cc1ccc(C)cc1 | 15µM* | -81% | -1%
O=C(NCc1cccc(C(F)(F)F)c1)c1ccc2nc([C@H]3C[C@H](O)[C@@H](CO)O3)[nH]c2c1 | -5% | -15% | x
Cc1nn(C)cc1C(C(=O)NC1CCCCC1)N(C(=O)Cc1cccs1)c1ccc(F)cc1 (centres undefined) | u | u | -1%
Cc1ccc(C(=O)OC(C)C(=O)NC(C)CCc2ccccc2)o1 (centres undefined) | -2% | -25% | -10%
O=C(O)CCC(=O)Nc1cccc(C(=O)Nc2ccc(Br)cc2)c1 | 14% | -4% | 7%
CCC(C)N(C(=O)COc1ccc(Cl)c2cccnc12)C1CCS(=O)(=O)C1 (centres undefined) | 25% | -5% | -17%

Full records as entered above:
`CCOC(=O)[C@]12CCC=C1N(Cc1ccccc1)C(=O)[C@H](CC(=O)NCCCCc1ccccc1)C2` is entered as TDP1 cell CPT = u; TDP1 cell noCPT = 21µM*; GCN5L2 inh = x
`CC(C)n1c(Nn2cnnc2)nc2ccccc21` is entered as TDP1 cell CPT = -13%; TDP1 cell noCPT = -24%; GCN5L2 inh = -1%

More compounds
SMILES | TDP1 cell CPT | TDP1 cell noCPT | GCN5L2 inh
CCC(=O)N1c2ccc(S(=O)(=O)N3CCCC3)cc2CC1C (centres undefined) | 0% | 0% | -4%
COCCNC(=O)COc1ccc(Br)cc1Cl | -3% | -23% | -7%
CN(Cc1ccccc1)C(=O)c1c[nH]c2ccc(S(=O)(=O)N3CCOCC3)cc2c1=O | -18% | -9% | -3%
CCC(C)NC(=O)c1ccc2nc(-c3ccc(OC)c(OC)c3)c(-c3ccc(OC)c(OC)c3)nc2c1 (centres undefined) | 15µM* | u | -1%
Cc1ccc(S(=O)(=O)N(c2nc(N(C)C)nc(N(C)C)n2)n2cnnc2)cc1 | -30% | -18% | -3%
Cc1ccc(NC(=O)CSCC(=O)NCCc2ccccn2)c(C)c1 | 5% | 6% | -1%
O=C(Nc1ccc(Oc2cccnc2)cc1)c1cccc([N+](=O)[O-])c1 | u | u | -2%
O=C(Nc1ccc(Cl)cc1C(=O)NCCN1CCOCC1)c1ccc(Cl)cc1Cl | -1% | -22% | 2%
N=c1c(C(=O)NCCN2CCOCC2)cc2c(=O)n3ccccc3nc2n1CCc1ccccc1 | u | 23µM* | -28%
CCOC(=O)CCc1c(C)c2c(C)nn(-c3ccccc3)c2[nH]c1=O | u | u | -4%
CCCOc1ccc(C2C(C(=O)OC)=CN(CCOC)C=C2C(=O)OC)cc1 | u | u | -8%
CC(NC(=O)c1ccc(F)cc1)C1CC2CCC1C2 (centres undefined) | 1% | -15% | -2%
CCC(C)(C)NC(=O)C(c1ccc(OC)cc1)N(C(=O)CCC(=O)Nc1cc(C)on1)c1ccc2c(c1)OCO2 (centres undefined) | u | u | -5%
C=CCN(C(=O)c1csnn1)C(C(=O)NC1CCCCC1)c1ccc(F)cc1 (centres undefined) | -1% | -3% | -4%
CCc1nc2c(c(=O)c3ccccc3n2C)c(=O)n1C1CCCCCC1 | u | 16µM* | 0%
Cc1cccc(OCC(=O)Nc2ccc(N3CCN(C(=O)c4ccccc4)CC3)cc2)c1 | u | 15µM* | -3%
CCCCOCCCNC(=O)C[C@@H]1C[C@@]2(C(=O)OCC)CCC=C2N(Cc2ccc(Cl)cc2Cl)C1=O | 21µM* | 15µM* | x
CCN(Cc1ccccc1)C(=O)c1cc(S(=O)(=O)N2CCOCC2)ccc1N1CCCC1 | u | 16µM* | -3%
COc1cc(/C=C/C(=O)N[C@@H](Cc2c[nH]c3ccccc23)C(=O)O)ccc1O | -5% | -4% | -3%
O=C1C=CC2=C3c4cc(O)c(O)cc4CC3(O)COC2=C1O (centres undefined) | 16µM*! | u | x
COc1cc(OC)cc(-c2nc(-c3ccccc3)no2)c1 | -9% | -3% | 2%
O=C(N/N=C/c1ccccc1C(=O)O)c1cc(-c2ccc3c4c(cccc24)CC3)n[nH]1 | -14% | -7% | -13%
O=c1[nH]c2ccc(NC(=S)NCCc3ccccc3)cc2[nH]1 | 6% | 6% | 1%
CNC(=O)C[C@H]1C(=O)N(c2ccc(Br)cc2)C[C@@H]1CSC | -17% | -25% | x
COc1cc(C)ccc1OCCOCCOc1c(C)cc(C)cc1Br | u | u | -3%
CCCCOC(=O)c1ccc(N/C(=N\S(=O)(=O)c2ccccc2)c2ccccc2)cc1 | 5% | u | -13%
COc1ccc(C2=NS(=O)(=O)N(C)C(C(=O)NCc3ccc(F)cc3)=C2)cc1OC | u | u | -7%
COc1ccc(-c2nc(CN3CCN(Cc4cccc(F)c4)CC3)c(C)o2)cc1 | u | u | 1%
CCc1cc2c(=O)c(-c3nc4ccccc4n3C)c(COCC(=O)O)oc2cc1O | -5% | -8% | -9%
Cc1cc(C)c(S(=O)(=O)NC2CC(C)(C)NC(C)(C)C2)cc1C | u | -7% | -7%
Cn1c(=O)c2[nH]c(C3CC4CCC3C4)nc2n(C)c1=O (centres undefined) | -21% | -19% | x
Cc1ccc(-c2noc(CN(C)C(=O)c3ccc(Br)o3)n2)cc1 | -30% | u | -3%
CC(=O)N[C@@H](Cc1c[nH]c2ccccc12)C(=O)OCC(=O)Nc1cc(C)on1 | -13% | -10% | x
C[n+]1ccc(C(c2c[nH]c3ccccc23)c2cc[n+](C)c3ccccc23)c2ccccc21 | 0.56µM* | 0.56µM* | x
CSc1nnc2c3ccccc3n(Cc3ccccc3)c2n1 | u | u | 0%
COc1ccccc1-c1ccc2ncnc(N3CCOCC3)c2c1 | 18µM* | 21µM* | -14%
Cc1ccccc1OCCCN1CCOCC1 | -10% | 0% | 0%
O=C(CCN1C(=O)/C(=C\c2cccc(Br)c2)SC1=S)N1CCOCC1 | 6.5µM* | 6.5µM* | -11%
CCOC(=O)c1cnc(SCC(=O)OCC(=O)NC2CCS(=O)(=O)C2)nc1N (centres undefined) | -3% | 3% | 0%
Cc1cc2ccc(C)c(C)c2nc1SCC(=O)c1cccs1 | u | u | -11%
CCCC(=O)Nc1ccc(Cl)c(NC(=O)c2cccnc2)c1 | -1% | -1% | 5%
CCCC(=O)Nc1ccc(Cl)c(NC(=O)c2ccc([N+](=O)[O-])cc2Cl)c1 | u | u | 5%
Cc1ccc(C)n1CCN1CCN(CC(=O)Nc2ccc(S(N)(=O)=O)cc2)CC1 | -23% | u | -8%
Cc1ccc(-n2ncc3c(N4CCN(c5ccccc5)CC4)ncnc32)cc1C | u | 13µM* | 4%
COc1ccccc1N(CCC#N)C(=O)COC(=O)CCC(=O)c1ccc(F)cc1 | 2% | -7% | 1%
Cc1sc2nc(CN3CCN(c4ccc(O)cc4)CC3)[nH]c(=O)c2c1C | u | u | -2%
CC(C)Oc1cc(F)ccc1-c1cc(C(=O)Nc2cccc(C(F)(F)F)c2)[nH]n1 | 16µM* | u | x
CCCNC(=O)c1cc(C2CCCN(C(=O)c3ccc4ccccc4c3)C2)on1 (centres undefined) | 18µM* | 23µM* | x
O=[N+]([O-])c1cc([N+](=O)[O-])c2cc3ccccc3nc2c1 | 0.26µM* | 0.52µM* | -4%
CCCCn1c(=O)c2oc3ccccc3c2n(Cc2cccc(C)c2)c1=O | -14% | u | 0%
O=C(Nc1ccc(C(F)(F)F)cc1)c1ccccc1 | -7% | -14% | -16%
CCCn1c(N)c(N(CCOC)C(=O)CSc2c(Cl)cccc2Cl)c(=O)[nH]c1=O | -11% | 19% | 1%
CCn1cc(C2=NC(CCSC)CO2)c2ccccc21 (centres undefined) | 9% | 5% | -2%
Cc1ccc(CNC(=O)CSc2nnc3c(n2)[nH]c2ccccc23)cc1 | -11% | -25% | -19%
CC(C)c1nn2c(=O)cc(COC(=O)C3CCCCC3)nc2s1 | -17% | -2% | 1%
Cn1c(N2CCN(c3ccccn3)CC2)nc2c1c(=O)n(Cc1ccccc1Cl)c(=O)n2C | u | u | x
Cc1ccc(/C=N/NC(=O)Cc2ccc(Cl)cc2)s1 | -10% | -8% | -6%

Exported with each value named: 2 of the compounds above
Compound: CCCn1c(N)c(N(CCOC)C(=O)CSc2c(Cl)cccc2Cl)c(=O)[nH]c1=O
  TDP1 cell CPT: -11%
  TDP1 cell noCPT: 19%
  GCN5L2 inh: 1%

Compound: Cc1ccc(/C=N/NC(=O)Cc2ccc(Cl)cc2)s1
  TDP1 cell CPT: -10%
  TDP1 cell noCPT: -8%
  GCN5L2 inh: -6%

Four records picked at random from the list so far, as already listed:
SMILES | TDP1 cell CPT | TDP1 cell noCPT | GCN5L2 inh
COc1ccccc1N(CCC#N)C(=O)COC(=O)CCC(=O)c1ccc(F)cc1 | 2% | -7% | 1%
O=[N+]([O-])c1cc([N+](=O)[O-])c2cc3ccccc3nc2c1 | 0.26µM* | 0.52µM* | -4%
Cc1ccc(-n2ncc3c(N4CCN(c5ccccc5)CC4)ncnc32)cc1C | u | 13µM* | 4%
Cc1ccc(CNC(=O)CSc2nnc3c(n2)[nH]c2ccccc23)cc1 | -11% | -25% | -19%

Not all compounds are listed (hit frequency here may not be typical).
